MBNL1 CUG block = inhibitors of human MBNL1 binding to CUG repeat RNA; Q9NR56; TR-FRET MBNL1-His/biotin-(CUG)12 binding, 665/545 ratio; Potency, µM (series often up to 57.5 µM), for the others: top-dose activity change, negative = inhibition, most hits filed as inhibitors; hit rate 0.036% among 280,000; AID 2675; active = well fitted inhibition curve with a large enough effect in the signal ratio, with a control signal flat, not every such curve was filed as active; inconclusive = small, poorly fitted or top-dose-only effect, or effect the other way, or a change in a side signal; inactive = no such curve, though single readings can be large or run the other way; the % refers to the signal ratio; note: potency is the fitted concentration of half-maximal effect; % is set by controls: 0 for no effect and ±100 for the full control effect
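MBNL1-His + Biotin-(CUG)12, cpd titration 92 nM–58 uM; Tb anti-His Ab 0.055 ng/ul, SA-XL665 5 nM (final); 60 min RT; ratiometric 665/545 nm, Ex 340 nm; normalized to buffer and full-complex controls.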
hERG WT inh = inhibitors of human wildtype KCNH2 potassium channel | U2OS, BacMam KCNH2, thallium flux FluxOr; stronger effect = lower value | activity change, % at 1.84 µM | AID 720551 | Q12809 | hit rate 0.37% among 340,000;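 active = maximum activity change below -70%; inconclusive = maximum activity change between -70% and -50%; inactive = maximum activity change above -50%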; note: % is set by controls: 0 for no effect and ±100 for the full control effect
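U2OS cells transduced with wild-type KCNH2 virus are loaded with FluxOr dye for 45 min, and thallium flux is measured in kinetic reads before and after stimulation buffer. Rate constants are normalized to DMSO controls.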
GALK inh = blocks human galactokinase activity; Purified GALK, Kinase-Glo residual ATP luminescence; Potency, µM (titrated, usually from 57.5 µM), inactives show at the highest dose activity change, negative = inhibition, most hits filed as inhibitors; hit rate 0.007% among 270,000; note: potency is the fitted concentration of half-maximal effect; % is set by controls: 0 for no effect and ±100 for the full control effect
Target sequence (P51570 whole entry, looked up): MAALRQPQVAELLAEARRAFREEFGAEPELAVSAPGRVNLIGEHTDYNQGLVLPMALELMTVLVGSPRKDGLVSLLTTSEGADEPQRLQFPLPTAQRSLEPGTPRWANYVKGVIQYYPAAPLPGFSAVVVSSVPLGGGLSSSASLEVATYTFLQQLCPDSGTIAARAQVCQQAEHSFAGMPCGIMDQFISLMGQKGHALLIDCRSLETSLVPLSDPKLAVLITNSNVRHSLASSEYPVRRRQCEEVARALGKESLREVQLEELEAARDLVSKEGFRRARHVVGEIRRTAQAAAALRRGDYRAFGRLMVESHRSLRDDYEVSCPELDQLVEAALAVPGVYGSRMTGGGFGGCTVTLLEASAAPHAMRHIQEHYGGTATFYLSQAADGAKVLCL
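Compounds were pin-transferred into ATP buffer (35 uM final), then GALK plus galactose (5 nM, 100 uM final) was added. After 1 h at room temperature, Kinase-Glo Plus was added and luminescence read after 10 min.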
TSHR antagonist = blocks TSH signaling through the human TSH receptor; P16473; TSHR-expressing cells, TSH-stimulated cAMP HTRF, 2 h; stronger effect = lower value; activity change, negative = inhibition, % at 11.5 µM; hit rate 0.2% among 330,000; AID 504810;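 active = activity change below a set negative limit, meaning inhibition stronger than a set level, cut at about -70% in these data; inconclusive = activity change between two set negative limits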; note: % is set by controls: 0 for no effect and ±100 for the full control effect
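TSHR-expressing cells, 200/well, pre-treated with compound, then stimulated with EC80 TSH (4nM final) for 2 hours at 37 deg C. cAMP measured by competitive HTRF: anti-cAMP cryptate antibody in lysis buffer plus cAMP-d2, read after 30 minutes at room temperature.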
ASM inhibitor = human S-ASM enzyme inhibition; P17405; placental ASM, HMU-PC fluorogenic substrate, 60 min; Potency, µM (highest dose often 57.5 µM), inactives show at the highest dose activity change, negative = inhibition, hits mostly inhibitors; hit rate 0.006% among 340,000; AID 504937; note: potency is the fitted concentration of half-maximal effect
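Steps: dispense placental human ASM, pin compound, wait 10 min at room temperature, add HMU-PC0 substrate at 9 uM final, incubate 60 min at 37 °C, add stop solution raising pH to 10, read fluorescence.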
Eya2 inh = Eya2 (human) phosphatase inhibition | O00167 | recombinant Eya2, OMFP fluorescence dephosphorylation (OMFP is methylfluorescein phosphate) | Potency, µM (top dose mostly 76.9 µM), for the others: at the highest dose activity, negative = inhibition, actives largely listed as inhibitors | hit rate 0.006% among 330,000; note: potency is the fitted concentration of half-maximal effect; % is set by controls: 0 for no effect and ±100 for the full control effect
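Eya2 (0.2 uM) preincubated 10 min at ambient with compound, then OMFP substrate added at 50 uM; 10 min reaction in 50 mM HEPES pH 7.5, 50 mM NaCl, 5 uM MgCl2, 0.05% BSA, 1 mM DTT. Fluorescence read at Ex 485/Em 525 nm.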
Mito fusion act = inhibitors of mitochondrial division or activators of mitochondrial fusion; S. cerevisiae fusion-defective mutant growth rescue, CellTiterGlo 48 h; Potency, µM (titrated, usually from 46.1 µM), for the others: at the top dose growth rescue (activation), hits mostly activators; hit rate 0.23% among 320,000; AID 485298;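 note: potency is the fitted concentration of half-maximal effect; % of control where 0% means no effect; nearly all actives have a fitted effect of over 45% in size; temperature-sensitive fusion mutants such as fzo1-1 at 37 °C on non-fermentable ethanol glycerol medium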
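Read-out: ATP-based luminescence (CellTiterGlo, 10 min ambient) reporting growth of fusion-defective ts yeast after 48 hours at 37C on glycerol/ethanol YPEG medium in the presence of compound.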
Menin-MLL TR inh = menin-MLL binding inhibition, Texas Red mutant peptide; O00255; Menin + Texas Red MLL mutant peptide, fluorescence polarization; Potency, µM (titrated, usually from 61.6 µM), for the others: at the highest dose FP activity change, negative = inhibition, actives largely listed as inhibitors; hit rate 0.23% among 270,000; AID 1768; active = well fitted inhibition curve with a large enough effect in the polarisation, with a control signal flat, not every such curve was filed as active; inconclusive = small, poorly fitted or top-dose-only effect, or effect the other way, or a change in a side signal; inactive = no such curve, though single readings can be large or run the other way; the % refers to the polarisation; note: potency is the fitted concentration of half-maximal effect; % of control where 0% means no effect; many of its hits are not listed in these tables
PKM2 activator = increases activity of human pyruvate kinase M2 | AID 1631 | purified PKM2, Kinase-Glo ATP luminescence, activation; response scale: 0% is enzyme alone, no compound | hit rate 0.34% among 260,000 | Potency, µM (highest dose often 57.5 µM), for the others: at the highest dose activation, hits mostly activators; note: potency is the fitted concentration of half-maximal effect; % is set by controls: 0 for no effect and ±100 for the full control effect; nearly all actives have a fitted effect of over 55% in size
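Purified hPK-M2 (>95%) run at intermediate activity with 0.1 mM ADP and 0.5 mM PEP in 50 mM imidazole pH 7.2, KCl, MgCl2; 1 h room temperature. ATP formed read by Kinase-Glo luminescence; normalized to uninhibited and no-enzyme controls.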
BCR signal inh = chronic active BCR signaling inhibition; ABC-DLBCL IkBa-CBG/CBR reporter, luminescence ratio, 4 h; Potency, µM (titrated, usually from 46.1 µM), for inactives: at the highest dose ratio change, negative = lower green/red ratio, hits mostly inhibitors; hit rate 0.05% among 340,000; AID 493014; active = well fitted inhibition curve with a large enough effect in the signal ratio, with a control signal flat, not every such curve was filed as active; inconclusive = small, poorly fitted or top-dose-only effect, or effect the other way, or a change in a side signal; the % refers to the signal ratio;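 note: potency is the fitted concentration of half-maximal effect; plate controls were basal doxycycline-induced cells for no effect and cells given 10 µM MG132 for full effect; MG132 reads +100%, hits lower the ratio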
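TMD8 human ABC-DLBCL cells with doxycycline-inducible IκBα–green luciferase fusion and unfused red luciferase, in 0.5% FBS medium; compounds up to 46 uM, 4 h at 37C. Green/red luminescence ratio, filter-overlap corrected, fitted to concentration-response curves.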
USP2a block = blocks human ubiquitin-specific protease USP2a. Potency, µM (doses to about 38.3 µM), without a hit: top-dose activity change, negative = inhibition, actives largely listed as inhibitors. O75604. AID 463254. USP2 core, Ub-CHOP2 coupled fluorogenic reporter, 485/531. hit rate 0.01% among 330,000;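 note: potency is the fitted concentration of half-maximal effect; plate controls were DMSO wells for no effect and full inhibition by NEM control for full effect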
Target sequence (O75604 whole entry, looked up): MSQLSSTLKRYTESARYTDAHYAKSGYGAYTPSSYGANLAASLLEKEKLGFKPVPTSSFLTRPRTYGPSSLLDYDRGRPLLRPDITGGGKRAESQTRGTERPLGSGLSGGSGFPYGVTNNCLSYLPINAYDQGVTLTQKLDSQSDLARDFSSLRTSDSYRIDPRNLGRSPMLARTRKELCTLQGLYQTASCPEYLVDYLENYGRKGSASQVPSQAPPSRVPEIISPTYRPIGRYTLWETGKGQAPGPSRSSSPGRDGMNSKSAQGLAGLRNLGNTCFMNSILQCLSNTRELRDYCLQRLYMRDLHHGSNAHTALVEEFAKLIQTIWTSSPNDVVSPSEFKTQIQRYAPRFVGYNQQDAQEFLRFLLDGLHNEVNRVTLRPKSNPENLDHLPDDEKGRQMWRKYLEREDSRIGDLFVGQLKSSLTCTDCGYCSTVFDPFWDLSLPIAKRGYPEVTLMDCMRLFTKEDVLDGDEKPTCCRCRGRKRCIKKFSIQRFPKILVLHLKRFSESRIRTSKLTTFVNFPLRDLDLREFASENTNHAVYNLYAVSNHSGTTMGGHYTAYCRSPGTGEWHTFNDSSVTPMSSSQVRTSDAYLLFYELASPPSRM
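USP2 core (10nM final) preincubated 30min RT with compound in 20mM Tris-HCl pH 8.0, 2mM CaCl2, 2mM beta-mercaptoethanol, 0.05% CHAPS; 25nM Ub-CHOP2 plus 25nM reporter substrate added, fluorescence (Ex485/Em531) read after 60min.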
Active calls of the source: *; ? = inconclusive; / = no result given; [ ] = remark or other dose. Unless noted, calls come from the whole dose curve; as a rule, active = well fitted curve in the direction sought with a large enough effect; inconclusive = small, poorly fitted or top-dose-only effect, or another doubt; inactive = no such curve, though single readings can be large; an effect the other way counts as inactive or inconclusive. Not all compounds are listed. The share of hits here may be higher or lower than overall.

SMILES	MBNL1 CUG block	hERG WT inh	GALK inh	TSHR antagonist	ASM inhibitor	Eya2 inh	Mito fusion act	Menin-MLL TR inh	PKM2 activator	BCR signal inh	USP2a block
CCCN(CCC)CCCNC(=O)c1cc2cc3ccc(OC)cc3nc2o1	?	29.8	-0.5%	2.4	284.5%[activator]	-7.5%	6.3%	-9.0%	-3.9%	1.9%	0.0%
Cc1cccc(C(=O)NNC(=O)c2ccco2)c1	-9.9%	1.1	/	-1.1	-0.2%	-1.2%	-0.9%	-1.9%	-2.5%	-3.0%	2.3%
O=C(NC1CCCc2ccccc21)c1ccc2c(c1)OCO2 (stereo unspecified)	?	-5.1	2.2%	9.3	-2.2%	2.9%	-6.1%	-0.8%	0.0%	-3.6%	2.6%
FC(F)(F)COc1ccc(-c2nnc(SCc3ccccc3)o2)cn1	/	2.2	0.2%	2.8	0.3%	-9.8%	-1.4%	/	-5.8%	?	0.1%
C[C@@]12C(=O)Nc3cc(F)ccc3C(=O)N1[C@H]1c3cc(Br)ccc3OC[C@@H]1[C@@H]2c1ccccc1	/	/	/	-13.2	?	11.9%	/	/	/	?	4.3%
CCc1noc(C)c1C(=O)N(C)CC(=O)Nc1ccc(F)c(F)c1F	/	1.6	/	11.2	4.3%	-39.6%	0.4%	/	/	4.5%	-3.1%
COc1ccc(/C=N/N=C2/SCC(=O)N2Cc2ccccc2)cc1	-2.9%	1.0	4.4%	-15.5	-3.5%	-1.9%	4.1%	/	-2.0%	-2.4%	-6.2%
COc1ccc(NC(=O)N[C@@H](CCSC)C(=O)O)cc1OC	-7.2%	-1.5	8.8%	-2.9	2.6%	-4.8%	2.8%	/	4.1%	8.7%	1.0%
O=C(c1ccccc1F)c1cc2c(cc1[N+](=O)[O-])OCCO2	?	-1.2	5.5%	7.9	-0.1%	-5.1%	1.7%	5.2%	1.6%	-16.6%	0.5%
N#CCNC(=O)c1cccn1-c1ncc(C(F)(F)F)cc1Cl	1.6%	2.1	0.5%	5.4	0.6%	0.8%	-0.1%	17.3%	1.1%	4.9%	9.8%
COc1ccc([C@H]2[C@H](C(=O)OC(C)(C)C)N3N=Cc4ccccc4C3C23C(=O)c2ccccc2C3=O)c(OC)c1 (stereo partly specified)	?	-13.9	2.2%	35.7	-1.8%	-7.5%	10.1%	0.3%	1.3%	-1.0%	1.4%
COc1ccc(Cl)cc1NC(=O)COC(=O)c1ccc(Br)o1	/	-0.3	/	-2.2	-3.2%	0.4%	/	/	/	?	-1.5%
Cc1ccc(/C=N/n2c(-c3cccs3)n[nH]c2=S)cc1	13.0%	-2.3	-2.1%	15.0	-2.1%	1.8%	-5.7%	?	-3.0%	12.9%	0.1%
O=C(Cc1ccccc1)N/N=C/c1ccccc1Cl	-6.4%	-8.8	-0.1%	1.3	-2.2%	-25.7%	-0.6%	-7.2%	1.7%	-0.5%	0.9%
Cc1nn(-c2ccccc2)c(N2CCCC2)c1/C=N/NC(=S)Nc1ccccc1F	?	-0.4	/	3.7	6.7%	-4.8%	-6.5%	3.9%	-3.4%	?	-6.5%
O=C(COC(=O)/C=C/c1ccc(Cl)cc1Cl)NCC1CCCO1 (stereo unspecified)	/	-0.5	/	/	-1.5%	-5.6%	/	/	/	0.0%	4.4%
CCC1(CC)NC(=O)N(CC(=O)N2CCc3ccccc32)C1=O	/	-4.8	/	1.3	-3.3%	-6.8%	/	/	/	-1.1%	1.3%
O=C(Cn1nc(Cc2cccnc2)c2ccccc2c1=O)NCc1ccc2c(c1)OCO2	-6.8%	-9.3	1.7%	?	0.8%	-11.3%	-0.3%	-4.8%	-6.5%	-12.1%	0.5%
COC(=O)c1c(C)[nH]c(C(=O)/C=C/c2cccc(Cl)c2)c1C	-5.5%	-13.0	1.8%	3.0	/	13.8%	-4.4%	9.0%	-10.8%	-8.9%	1.7%
CC(C)C[C@H]1CN=C(Nc2ccccc2)N1CC1CCC1	0.6%	53.4	/	-9.5	-4.5%	1.3%	-2.2%	-10.4%	-1.7%	-10.0%	-0.3%
COc1ccc(C2(CNC(C)=O)CCCC2)cc1OC	-20.7%	7.8	-2.4%	3.3	3.9%	7.7%	1.1%	13.4%	18.3%	-16.4%	0.5%
COc1ccc(-c2nnc(SCC(=O)c3cccs3)n2-c2ccc(Cl)cc2)cc1	13.7%	25.0	/	7.4	-17.2%	0.9%	?	-16.7%	-1.6%	-14.5%	-0.8%
CCc1nnc(NC(=O)c2ccc3nc(CC)c(CC)nc3c2)s1	53.1%[activator]	-3.9	8.5%	0.4	4.4%	17.4%	5.2%	2.9%	-2.7%	-2.7%	-1.4%
Cc1ccccc1N1CC(C(=O)Nc2ccc(S(=O)(=O)N3CCCCC3)cc2)CC1=O (stereo unspecified)	-3.9%	-4.4	7.2%	-0.8	1.0%	4.4%	-4.6%	24.3%	-6.2%	0.3%	-1.2%
Cc1c(/C=N/N=C2\CCC3C4CCc5cc(O)ccc5C4CCC23C)cnn1C (stereo unspecified)	-1.2%	-0.4	-3.2%	-8.7	-2.1%	9.9%	-3.7%	14.5%	8.3%	?	-2.3%

The list continues:
SMILES	MBNL1 CUG block	hERG WT inh	GALK inh	TSHR antagonist	ASM inhibitor	Eya2 inh	Mito fusion act	Menin-MLL TR inh	PKM2 activator	BCR signal inh	USP2a block
COc1ccc(O)c(C(=O)c2cc(C#N)c(=O)n(CCN3CCOCC3)c2)c1	5.5%	11.6	-0.8%	3.1	-0.2%	23.3%	-0.9%	28.8%	0.5%	-13.1%	-0.8%
C/C(=N\NC(=S)NCc1ccccc1)c1ccc2c(c1)OCCO2	/	-17.5	8.9%	1.4	-3.1%	-4.3%	27.1%	12.3%	0.1%	?	-0.3%
COc1ccc(/C=C/c2cc[n+](C(=O)Cc3ccccc3)cc2)cc1	?	3.5	4.7%	-10.3	59.6%[activator]	-8.8%	-9.2%	-26.4%	-14.4%	?	-0.5%
CC1(C)CC(=O)C=C(Nc2ccc(Br)cn2)C1	8.4%	3.9	-0.6%	2.0	2.1%	1.5%[15.4 µM]	-1.3%	-4.9%	-24.2%	0.8%	-5.1%
Nc1ccc(S(=O)(=O)NC2=NCCCCC2)cc1N	8.5%	-20.0	15.6%	-3.0	4.8%	-4.0%	6.9%	1.6%	3.4%	16.8%	1.4%
COc1ccc(CCNCC(=O)Nc2ccc(OC(F)(F)F)cc2)cc1OC	-2.7%	3.5	/	20.0	-0.9%	5.5%	-7.8%	-7.0%	9.7%	-0.4%	-1.4%
CCOc1ccc(C2=NNC(c3cccs3)=Nc3ccc(OC)cc32)cc1OCC	10.1%	7.9	-3.3%	-2.9	-2.8%	1.9%	14.8%	8.3%	-7.1%	?	1.2%
Cc1ccc(-c2ccnc3[nH]n(-c4ccccc4)c(=O)c23)cc1	4.4%	8.3	-5.2%	-8.3	-0.5%	4.4%	-3.2%	?	0.3%[11.5 µM]	?	-0.5%
CCC(C)N(C(=O)CSc1nnc2ccccn12)C1CCS(=O)(=O)C1 (stereo unspecified)	/	-2.2	/	5.5	-0.9%	-6.7%	2.7%	/	/	-7.8%	-1.5%
N#CCSc1nnc(-c2sc3ccccc3c2Cl)o1	91.1%[activator]	-1.4	-0.9%	-10.4	/	-1.6%	-8.7%	1.3%	-2.7%	?	0.9%
COc1ccc(CCC(C)N2CCc3ccccc3C2)cc1 (stereo unspecified)	-6.8%	12.6	5.9%	5.1	-4.0%	-5.1%	-4.4%	-12.6%	-1.3%[11.5 µM]	?	2.2%
COC(=O)c1c(NC(=O)C(Cl)Cl)sc2c1C(C(=O)OC)CC2 (stereo unspecified)	/	1.9	0.0%	7.1	3.2%	-2.0%	-13.2%	/	4.3%	?	5.1%
Nc1ncnc2c1ncn2[C@@H]1O[C@H](CNC(=O)[C@@H]2C[C@H](F)CN2)[C@@H](O)[C@H]1O	/	-14.6	/	6.4	4.4%	6.6%	/	/	/	3.4%	2.9%
Cc1[nH]c(=O)[nH]c(=O)c1/C=N/NC(=O)[C@@H](NC(=O)OC(C)(C)C)C(C)C	-2.7%	4.7	1.2%	0.7	6.1%	17.8%	-12.0%	-1.2%	6.6%	-1.4%	0.4%
O=C(CCC1COc2ccccc2O1)Nc1ncccc1O (stereo unspecified)	11.5%	20.6	-0.5%	-2.7	2.8%	3.5%	-9.7%	-0.8%	-7.0%	?	0.0%
Cc1ccccc1CN(C)CC(=O)Nc1ccccc1-c1ccccc1	6.5%	0.7	2.1%	-5.8	-1.8%	-25.1%	25.1%	-15.3%	0.9%	?	-0.4%
